Screening results from PubChem BioAssay.
Furin inhibitor = blocks human furin protease activity; P09958; purified furin, fluorogenic substrate cleavage; inhibition, % at 30 µM; hit rate 0.061% among 220,000; AID 463115; in the data active means inhibition above about 25%; further: inactives centre near -15
Target sequence (P09958 108-714 limits assumed): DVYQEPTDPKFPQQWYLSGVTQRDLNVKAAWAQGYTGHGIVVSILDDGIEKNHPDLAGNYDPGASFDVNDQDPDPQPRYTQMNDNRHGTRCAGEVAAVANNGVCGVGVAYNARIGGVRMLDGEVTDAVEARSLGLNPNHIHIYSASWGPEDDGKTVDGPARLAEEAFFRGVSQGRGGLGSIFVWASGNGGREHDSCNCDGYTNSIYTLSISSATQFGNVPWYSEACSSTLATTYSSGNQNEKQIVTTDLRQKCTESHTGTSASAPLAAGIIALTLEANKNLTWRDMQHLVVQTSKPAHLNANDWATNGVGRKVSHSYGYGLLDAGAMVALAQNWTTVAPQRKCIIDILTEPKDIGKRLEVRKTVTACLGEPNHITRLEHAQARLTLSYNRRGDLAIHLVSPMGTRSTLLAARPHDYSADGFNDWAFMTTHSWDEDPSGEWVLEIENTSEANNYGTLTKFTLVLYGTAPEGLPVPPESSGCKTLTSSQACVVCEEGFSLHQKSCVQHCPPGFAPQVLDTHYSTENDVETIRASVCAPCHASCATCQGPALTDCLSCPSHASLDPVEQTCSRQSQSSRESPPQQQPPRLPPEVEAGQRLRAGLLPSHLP
p47phox inh = inhibitors of human p47phox binding | P14598 | p47phox/p22phox peptide binding, fluorescence polarization, 2 h | inhibition, % at 24.7 µM | hit rate 0.53% among 220,000 | AID 1274;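 active means inhibition above about 30%, limit read from the data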;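 further: 0% = p47phox with labelled peptide and 100% = labelled peptide alone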
Tb hexokinase = blocks Trypanosoma brucei hexokinase 1 activity. recombinant TbHK1, G6PDH-coupled NADH A340. inhibition, % at 10 µM. hit rate 0.11% among 220,000. AID 1430;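 active means inhibition of 50% or more in the single-dose primary screen; inactive means inhibition below 50%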
PPC-1+TRAIL kill = compounds killing PPC-1 cancer cells with TRAIL present (potentiator screen, no TRAIL-free arm); cell killing (% activity), % at 4 µM; hit rate 0.41% among 220,000; PPC-1 cells + TRAIL, ATPLite viability luminescence; AID 1443;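 active means cell killing above 50% in the first pass at 4 µM, then a duplicate retest at 5 µM averaging 50% or more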;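 further: plate controls were cells with TRAIL plus DMSO for no effect and medium-only wells lacking cells for full effect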
p97 ATPase inh = blocks human p97 ATPase activity; P55072; AID 1481; recombinant p97 ATPase, Kinase-Glo ATP luminescence, 3 h; hit rate 0.42% among 220,000; inhibition, % at 8 µM; in the data active means inhibition above about 15%;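 further: 0% = DMSO vehicle and 100% = wells lacking enzyme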
BaF3 parental = reduces parental Ba/F3 cell viability, JAK2V617F counter-screen; hit rate 1.1% among 220,000; inhibition, % at 5.6 µM; CellTiter-Glo ATP luminescence;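 active means inhibition above a per-campaign cutoff, the mean inhibition of all tested compounds plus 3 SD, cut at about 27% in these data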;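 further: 0% = DMSO wells and 100% = JAK Inhibitor I control wells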
EP2 antag = blocks the human prostaglandin E2 receptor EP2; P43116; C6 glioma cells expressing human EP2, cAMP TR-FRET; cells stimulated with saturating PGE2; inhibition, % at 25 µM; hit rate 0.52% among 260,000;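 active means percent inhibition above 40 after rounding to a whole number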;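 further: rat C6 glioma host cells with rolipram phosphodiesterase inhibitor present; the protocol text gives 20 µM as final concentration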
RBBP9 inhibitor = blocks human serine hydrolase RBBP9 | recombinant RBBP9, FP-Rh probe fluorescence polarization | inhibition, % at 7.94 µM | hit rate 0.2% among 220,000 | AID 1515;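 active means inhibition above the campaign mean of all tested compounds plus 3 SD, cut at about 14% in these data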;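 further: plate controls were DMSO wells with RBBP9 for no effect and wells lacking RBBP9 protein for full effect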
Target sequence (O75884 whole entry, looked up): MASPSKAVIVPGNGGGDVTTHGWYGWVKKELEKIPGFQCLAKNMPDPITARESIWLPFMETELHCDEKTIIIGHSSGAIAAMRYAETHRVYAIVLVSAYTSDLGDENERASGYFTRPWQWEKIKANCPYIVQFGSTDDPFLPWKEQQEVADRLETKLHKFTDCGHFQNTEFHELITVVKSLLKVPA
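Test system: recombinant human RBBP9. Quantity: 2.5 µM RBBP9 dispensing solution, before mixing. Detection: FP readout at 525/598 nm. Reagent: Serine-hydrolase probe FP-Rh, 375 nM pre-mixing. Measure: % inhibition. Control set: DMSO-treated enzyme wells and wells lacking RBBP9. Buffer or medium: Tris-NaCl-Pluronic buffer, pH 8.0. Times: preincubation 30 min plus labeling 45 min at 25 °C.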
Ba/F3 V617F tox = reduce viability of Ba/F3 cells dependent on JAK2V617F | Ba/F3 EpoR-JAK2V617F viability, ATP luminescence | inhibition, % at 5.6 µM | hit rate 1.1% among 220,000;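 active means inhibition above the campaign mean plus 3 SD over all tested compounds, cut at about 24% in these data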;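 further: cytokine-independent growth of Ba/F3 cells driven by EpoR plus mutant JAK2; 0% = DMSO-treated cells and 100% = JAK inhibitor I control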
Active calls of the source: *; x = no result given; & = joins results of further samples; [ ] = dose if it differs, or a comment. Only part of the results is shown; the hit share may differ from the screen's.

SMILES	Furin inhibitor	p47phox inh	Tb hexokinase	PPC-1+TRAIL kill	p97 ATPase inh	BaF3 parental	EP2 antag	RBBP9 inhibitor	Ba/F3 V617F tox
O=C(NCC1CCCO1)C1CC(=O)N(C2CCCCCC2)C1 (stereo unspecified)	-6	-10	6	9	-3	8	2	-4	6
CCOC(=O)N1CCN(C(=O)c2ccc(N(Cc3ccc(C)cc3)S(C)(=O)=O)cc2)CC1	-17[20 µM]	-5	20	-1	-2	4	4	-5	-1
CC(C)Cc1nnc(NC(=O)Cc2cccs2)s1	-18	-67	9	-4	-1	10	7	-12	-1
Cc1ccc(C(=O)NCc2ccc3c(c2)OCO3)cc1N1CCCC1=O	-20	-4	-10	28	7	-1	9	5	-4
CC(C)NS(=O)(=O)c1ccc(N2C(=O)c3ccccc3C2=O)cc1	-15[20 µM]	-12	-6	22	-7	3	5	2	-1
O=C(N/N=C/c1ccc(Cl)c([N+](=O)[O-])c1)c1cnccn1	-25	-18	-13	8	7	5	4	0	1
CCOC(=O)c1c(-c2ccc(C)o2)csc1NC(=O)CN(C)CC(=O)Nc1ccc(C)cc1	-5[20 µM]	-8	-12	22	2	3	21	-22	-4
FC(F)(F)c1cc(-c2ccco2)nc(NCCc2ccccc2)n1	-32[20 µM]	-11	2	13	1	2	11	-4	-3
C=CCNC(=O)C1CC(c2cccc(OC)c2)=NO1 (stereo unspecified)	-34	-9	8	-4	5	1	8	4	-2
COc1ccc(NC(=O)c2ccccc2C(=O)N2CCCCC2)cc1	-34	-7	0	4	2	2	3	2	0
Cc1cc(Cl)ccc1Oc1nccc(N(C)C)c1C#N	-14[20 µM]	-12	0	7	0	4	9	-2	-5
Cc1cccc(N2CCN(CCNC(=O)c3cc4c(s3)CS(=O)(=O)C4)CC2)c1C	-9[20 µM]	-26	-8	-14	-1	8	3	-12	0
O=C(NC1CCCCC1)C1CC(O)CN1C(=O)OCc1ccccc1 (stereo unspecified)	-14[20 µM]	-10	-1	-8	4	-2	10	6	-3
CC(C)c1ccccc1NC(=O)CCCC(=O)O	-4[20 µM]	-11	7	29	5	1	12	5	2
C=CCNC(=O)/C=C/c1c(F)cccc1Cl	-14	-6	-7	4	1	3	8	-4	-2
CCNc1nc(NC(C)C)nc(NC(C)(C)C)n1	-31	-4	0	15	5	4	12&7	-1	-1
COc1ccc(S(=O)(=O)N2CCOCC2)cc1NC(=O)CN1CCCC1	-2	-6	9	-16	-6	11	5	2	6
CC(=O)Nc1ccc(NC(=O)CSc2ccc(C(F)(F)F)cc2[N+](=O)[O-])cc1	-20	-9	3	7	5	4	10	-1	-3
CCOC(=O)C(C)Sc1nc2c(c(=O)[nH]c(=O)n2C)n1C/C=C(/C)Cl (stereo unspecified)	-14	-1	35	10	-3	5	17	-1	2
Cc1cc(=O)[nH]c(SCC(=O)Nc2ccc(S(N)(=O)=O)cc2)n1	-25	22	-3	2	5	5	9	6	1
O=C(C1CC1)N1CCN(c2ccc([N+](=O)[O-])cc2-n2cccc2)CC1	-13	-5	-15	21	8	1	7	5	1
CS(=O)(=O)N1CCC(Oc2ccccc2C(=O)NC2CCOC2)CC1 (stereo unspecified)	-15	3	-6	15	1	4	4	9	-1
O=C(NCc1ccc(F)cc1)C1CCCN1C(=O)NCc1ccccc1 (stereo unspecified)	-20	-8	0	-3	-5	3	7	-8	4
COc1ccc(S(=O)(=O)N2CCC(C(=O)NC3CC3)CC2)cc1Cl	-18[20 µM]	-8	-4	18	-6	3	8&8	-2	0
O=C(CCCN1C(=O)c2cccc3cccc(c23)C1=O)NC1CCS(=O)(=O)C1 (stereo unspecified)	-26	-9	-19	x	8	1	2	-10	-3

(continued)
SMILES	Furin inhibitor	p47phox inh	Tb hexokinase	PPC-1+TRAIL kill	p97 ATPase inh	BaF3 parental	EP2 antag	RBBP9 inhibitor	Ba/F3 V617F tox
O=C(Nc1ccc2c(c1)OCCO2)c1cc(-c2ccccn2)nc2ccc(Br)cc12	-19	-32	-12	3	7	7	10	-5	-2
CC(C)N1C(=O)NC2(c3ccccc3)N(C)C(=O)N(C)C12c1ccccc1 (stereo unspecified)	-7	-3	2	-12	-6	2	6	-5	1
COc1ccc(C(=O)Oc2cc(N)n(S(=O)(=O)c3ccccc3)n2)cc1	-19	-2	0	-3	8	0	7	3	-3
COc1ccc(CCNC2=C(Cl)C(=O)N(CCc3ccc(OC)c(OC)c3)C2=O)cc1OC	-20[20 µM]	-13	-2	3	-3	5	19	-9	-3
COc1ccc(C2Nc3ccccc3C(=O)N2c2ccc(Cl)cc2)cc1Cn1cc([N+](=O)[O-])cn1 (stereo unspecified)	-15	-8	20	9	7	1	8	-6	-3
COc1ccc(CC(=O)N2CCc3cc(OC)c(OC)cc3C2O)cc1OC (stereo unspecified)	-35	-9	-6	22	5	-10	4	-8	-3
COc1ccc(-n2c3c(cc(C(=O)Nc4ccc5c(c4)C(=O)NC5=O)c2=O)C(=O)CCC3)cc1	-17[20 µM]	x	-10	x	4	4	x	-7	-1
Cc1cccc(NS(=O)(=O)c2cc(C(=O)NCCC3=CCCCC3)ccc2Cl)c1	-9[20 µM]	-20	5	-8	-2	5	7	-9	3
O=c1cc(N2CCCCC2)c(-c2ccccc2)nn1Cc1ccc(Cl)cc1Cl	-5[20 µM]	2	11	30	-4	3	8	-1	-2
O=C(Nc1ccc(Br)cc1Cl)Nn1cnnc1	-34[20 µM]	-69	-2	-6	4	6	5	-2	1
CCOC(=O)C1=C(C)NC(=O)NC1c1c(OCC(=O)N2CCCCC2)ccc2ccccc12 (stereo unspecified)	-19	-7	15	-9	0	2	20	-10	-1
O=C(NCc1ccccn1)C1CCN(S(=O)(=O)c2cc(Cl)ccc2Cl)CC1	-21	-6	-8	x	4	1	2	1	1
CC1CCCC(C)N1CC(O)COCC1COc2ccccc2O1 (stereo unspecified)	-17[20 µM]	-10	1	21	1	1	13	0	1
CCOc1ccc(C(=O)NC(=S)Nc2ccc(NC(=O)c3ccco3)cc2)cc1[N+](=O)[O-]	-3	16	-25	4	2	3	5	9	2
COc1ccc(-n2c(SCC(=O)Nc3ccccc3)nnc2-c2ccc(NS(=O)(=O)c3ccc(C)cc3)cc2)cc1	-19[20 µM]	-3	-11	-10	4	5	8	0	0
CCCCCCC1CCC(C(=O)NC(CCSC)C(=O)NC(C(=O)OC)C(C)C)CC1 (stereo unspecified)	-20[20 µM]	-6	-2	23	-8	7	1	-2	6
COc1ccc(S(=O)(=O)N2CCCC2C(=O)NCc2ccccc2Cl)cc1 (stereo unspecified)	-26	1	-2	20	2	0	8&5	-6	-3
CC(C)(C)c1cc(CN2CCC(O)CC2)cc(C(C)(C)C)c1O	-29[20 µM]	5	-4	24	0	4	6	-2	-1
Cn1c(=O)c2c(SCC(N)=O)nc(CC(C)(C)C)nc2n(C)c1=O	-20	-3	-7	17	2	6	14	-2	1
CCn1c(N)c(C(=O)NCC2CCCO2)sc1=S (stereo unspecified)	-7	2	-38	6	2	3	9	1	-4
COc1ccc(-c2cc3ccccc3s2)cc1[C@H]1[C@H]2C=CC[C@@H](C)[C@@H]2C(=O)N1Cc1ccccc1	-30	-24	-5	21	x	x	14	x	x
COc1ccc(/C=N/NC(=O)CNc2n[nH]c(=O)[nH]c2=O)cc1OC	-14	5	-13	9	7	1	6	-4	-6
COCC(=O)NC1CCN(CC(=O)Nc2ccccc2[N+](=O)[O-])CC1	-5	-7	-10	25	3	4	6	-3	8
O=C(Nc1ccccc1)c1ccc(=O)n(Cc2cccc(Cl)c2)c1	-11	-7	0	6	-2	0	9	-9	2
O=C(CN(C1CCCCC1)S(=O)(=O)c1ccc(F)cc1)Nc1ccc2c(c1)OCO2	-6[20 µM]	-4	9	-8	-3	0	0	-4	-2

13 entries from above, sorted by length of the SMILES, highest first.
SMILES	Furin inhibitor	p47phox inh	Tb hexokinase	PPC-1+TRAIL kill	p97 ATPase inh	BaF3 parental	EP2 antag	RBBP9 inhibitor	Ba/F3 V617F tox
CCOc1ccc(C(=O)NC(=S)Nc2ccc(NC(=O)c3ccco3)cc2)cc1[N+](=O)[O-]	-3	16	-25	4	2	3	5	9	2
COc1ccc(CCNC2=C(Cl)C(=O)N(CCc3ccc(OC)c(OC)c3)C2=O)cc1OC	-20[20 µM]	-13	-2	3	-3	5	19	-9	-3
O=C(CN(C1CCCCC1)S(=O)(=O)c1ccc(F)cc1)Nc1ccc2c(c1)OCO2	-6[20 µM]	-4	9	-8	-3	0	0	-4	-2
O=C(Nc1ccc2c(c1)OCCO2)c1cc(-c2ccccn2)nc2ccc(Br)cc12	-19	-32	-12	3	7	7	10	-5	-2
CCCCCCC1CCC(C(=O)NC(CCSC)C(=O)NC(C(=O)OC)C(C)C)CC1 (stereo unspecified)	-20[20 µM]	-6	-2	23	-8	7	1	-2	6
O=C(NCc1ccccn1)C1CCN(S(=O)(=O)c2cc(Cl)ccc2Cl)CC1	-21	-6	-8	x	4	1	2	1	1
COc1ccc(C(=O)Oc2cc(N)n(S(=O)(=O)c3ccccc3)n2)cc1	-19	-2	0	-3	8	0	7	3	-3
COCC(=O)NC1CCN(CC(=O)Nc2ccccc2[N+](=O)[O-])CC1	-5	-7	-10	25	3	4	6	-3	8
Cn1c(=O)c2c(SCC(N)=O)nc(CC(C)(C)C)nc2n(C)c1=O	-20	-3	-7	17	2	6	14	-2	1
COc1ccc(CC(=O)N2CCc3cc(OC)c(OC)cc3C2O)cc1OC (stereo unspecified)	-35	-9	-6	22	5	-10	4	-8	-3
O=C(Nc1ccccc1)c1ccc(=O)n(Cc2cccc(Cl)c2)c1	-11	-7	0	6	-2	0	9	-9	2
CCn1c(N)c(C(=O)NCC2CCCO2)sc1=S (stereo unspecified)	-7	2	-38	6	2	3	9	1	-4
O=C(Nc1ccc(Br)cc1Cl)Nn1cnnc1	-34[20 µM]	-69	-2	-6	4	6	5	-2	1

(further entries)
SMILES	Furin inhibitor	p47phox inh	Tb hexokinase	PPC-1+TRAIL kill	p97 ATPase inh	BaF3 parental	EP2 antag	RBBP9 inhibitor	Ba/F3 V617F tox
O=C(O)CCN1C(=O)c2ccccc2C1=O	-1[20 µM]	-6	2	29	-3	6	8	-13	6
CC1CC(C)CN(C(=O)c2cc3c(s2)CCC3)C1 (stereo unspecified)	3[20 µM]	0	-9	10	0	2	6	-1	-4
COc1ccc(CSc2nnc(N)s2)cc1F	-28	1	1	-3	1	2	10	0	-1
O=C(c1cc(-c2cccnc2)nc2ccc(Br)cc12)N1CCC2(CC1)OCCO2	-4[20 µM]	x	-11	x	0	2	x	-5	-2
CC(=O)c1cccc(NC(=O)c2ccc(N(Cc3ccc(C)cc3)S(C)(=O)=O)cc2)c1	-1[20 µM]	-6	-13	13	0	3	10	-18	-4
COc1cccc(NC(=O)CSc2nccn2-c2cccc(OC)c2)c1	-22	-8	3	17	4	8	10	1	3
CCn1c(-c2ccccc2)c(C(=O)O)c2ccccc21	-16[20 µM]	-4	-1	-8	3	1	10	-5	-5
Cc1nccn1CC(O)COc1ccccc1 (stereo unspecified)	-21[20 µM]	2	5	-10	2	2	12	-7	-1
O=S(=O)(NCCCc1ccccc1)c1ccc(Cl)cc1	-9	-38	10	8	1	4	8	-8	-1
CCCCN(C)Cc1c(C)[nH]c2c(Cl)cccc2c1=O	-17[20 µM]	-12	-3	-5	5	3	7	-4	-3
CCCn1nnc(NC(=O)Cc2ccc(Cl)cc2)n1	-19[20 µM]	-4	2	4	4	1	5	-4	1
